GSK3B inh: blocks human GSK3beta kinase activity | AID 2097 | P49841 | actives 0.038% (n = 300,000) | activity score (negative = inhibition), % at 10 µM | GST-GSK3beta kinase, ADP-Glo luminescence, 60 min; hits give low values;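 active means more than half of replicate wells score below -50%, meaning over 50% inhibition versus plate controls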;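 further: 0% = median DMSO wells and -100% = median GW8510 positive control wells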
Target sequence (P49841 whole entry, looked up): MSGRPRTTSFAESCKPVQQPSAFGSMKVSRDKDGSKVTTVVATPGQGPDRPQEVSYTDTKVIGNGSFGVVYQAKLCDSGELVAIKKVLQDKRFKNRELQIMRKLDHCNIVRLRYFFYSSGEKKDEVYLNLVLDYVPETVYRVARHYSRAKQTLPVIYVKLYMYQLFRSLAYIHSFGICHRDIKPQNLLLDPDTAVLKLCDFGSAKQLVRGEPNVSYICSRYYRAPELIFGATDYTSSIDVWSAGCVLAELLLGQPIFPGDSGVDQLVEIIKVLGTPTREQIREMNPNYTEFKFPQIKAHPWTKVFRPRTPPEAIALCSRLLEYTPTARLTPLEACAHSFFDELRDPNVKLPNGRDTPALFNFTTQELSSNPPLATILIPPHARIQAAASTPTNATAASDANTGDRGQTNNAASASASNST
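test system = GST-tagged human GSK3beta kinase, cell-free | reagent = 25 µM ATP with peptide substrate | dosing = one dose of 10 µM per compound | schedule = 60 min reaction, RT | detection = luminescent ADP-Glo measurement of ADP formed | control set = DMSO neutral wells and GW8510 at 20 µM as positive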
RGS4 act: RGS4 potentiation or activation; HEK293 M3R/inducible RGS4, carbachol calcium flux Fluo4; hits give low values; B-score at 10 µM; actives 0.92% (n = 310,000); AID 463111;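 active means B-score of the integrated calcium signal more than 4 SD below the library mean, with starting fluorescence not abnormally high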;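 further: negative B-score means reduced calcium response which marks RGS4 activation or potentiation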
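Test system: HEK293 cells with stable M3R and inducible RGS4; also added: carbachol at ECmax as muscarinic agonist stimulus; schedule: dye loading 30 min 37 °C, buffer rest 30 min RT; technique: kinetic calcium fluorescence imaging with Fluo4-AM dye, 2 µM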
KCNK3 block: human KCNK3 channel inhibition, primary screen; actives 0.84% (n = 340,000); B-score at 10 µM; CHO-KCNK3 thallium flux, FluxOR fluorescence; hits give low values;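 active means B-score under library mean minus 4 SD, starting fluorescence ratio at most library mean plus 5 SD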;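 further: more negative B-score means stronger inhibition of thallium flux through KCNK3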
RGS4 inh: human RGS4 inhibition. B-score at 10 µM. HEK293 M3R/RGS4 inducible, Fluo-4 calcium flux; hits give high values; triggered by carbachol at its EC20. AID 463165. actives 0.45% (n = 310,000). P49798;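 active means B-score, a plate-corrected calcium signal, over three deviations above library mean, with baseline fluorescence within five deviations of library mean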;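 further: RGS4 expression induced by doxycycline in cells with stable M3 receptor; B-score is computed from the integrated fluorescence ratio over baseline after carbachol; higher B-score means a larger calcium signal and so more RGS4 inhibition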
KCNQ1 inh: blocks the human KCNQ1 potassium channel; B-score at 10 µM; actives 1.3% (n = 310,000); AID 2642; P51787; CHO-K1 KCNQ1, FluxOR thallium flux fluorescence; hits give high values;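 active means compounds whose thallium flux B-score, printed positive for inhibition, exceeds three library SD while starting fluorescence stays within three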;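 further: channel opened by potassium depolarization with thallium stimulus after 20 min compound exposure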
PolyA inhibitor: inhibitors of polyadenylation in S. cerevisiae; calls only at 12 µM; actives 0.02% (n = 300,000); AID 1875; S. cerevisiae SKY197-pL101 polyadenylation reporter, beta-gal luminescence; efflux-impaired pdr1/pdr3 knockout yeast; score 100 = 6 SD above DMSO;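 active means lowest replicate activity score at least 50, where 100 means six control SD above control mean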;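 further: yeast exposed to compound for 9 h at 30 °C; higher score means more reporter readthrough which indicates perturbed polyadenylation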
hERG protect: shields human hERG channel from block by proarrhythmic agents; CHO-hERG, FluxOR thallium flux, dofetilide IC70 present; activation (rescue from dofetilide block), less the hit threshold, % at 10 µM; actives 0.51% (n = 310,000); AID 1511;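 active means activation above the mean of controls blocked by dofetilide plus 5 SD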;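 further: thallium influx through hERG after potassium depolarization seen as dye fluorescence rise; in these data hits start at about 4.7%; inactives centre near -7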
KCNK9 inh: inhibitors of human KCNK9 two-pore domain potassium channel; Q9NPC2; HEK293 KCNK9, FluxOR thallium flux fluorescence; hits give low values; B-score at 10 µM; actives 1.2% (n = 310,000);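 active means ratio B-score over 3 SD below the library mean, with starting fluorescence within 5 SD of its mean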;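 further: negative B-score means less thallium flux so channel inhibition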
KCNQ1 pot: potentiates or activates the human KCNQ1 potassium channel. P51787. CHO-K1 KCNQ1, thallium flux FluxOR fluorescence; hits give high values. B-score at 10 µM. actives 0.35% (n = 310,000). AID 2648;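 active means fluorescence ratio B-score, a plate-corrected score, at least three library SD, with initial intensity B-score within 5 SD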
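Assay system: CHO-K1 cells stably expressing KCNQ1. Medium: assay buffer for compound exposure, DMSO matched across wells. Timing: 37 °C overnight plating, 90-min dark dye load, 20-min compound pretreatment. Signal: kinetic FluxOR fluorescence, 10 s baseline plus 110 s post-stimulus.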
GSK3 alpha inh: human GSK-3 alpha kinase inhibition; P49840; ADP-Glo luminescence, 60 min; inhibition, % at 10 µM; actives 0.1% (n = 320,000);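 in the data active means inhibition above about 50%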;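 further: GST-tagged GSK-3 alpha with peptide substrate and 25 µM ATP; 0% = DMSO neutral wells and 100% = GW8510 positive control wells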
Target sequence (P49840 whole entry, looked up): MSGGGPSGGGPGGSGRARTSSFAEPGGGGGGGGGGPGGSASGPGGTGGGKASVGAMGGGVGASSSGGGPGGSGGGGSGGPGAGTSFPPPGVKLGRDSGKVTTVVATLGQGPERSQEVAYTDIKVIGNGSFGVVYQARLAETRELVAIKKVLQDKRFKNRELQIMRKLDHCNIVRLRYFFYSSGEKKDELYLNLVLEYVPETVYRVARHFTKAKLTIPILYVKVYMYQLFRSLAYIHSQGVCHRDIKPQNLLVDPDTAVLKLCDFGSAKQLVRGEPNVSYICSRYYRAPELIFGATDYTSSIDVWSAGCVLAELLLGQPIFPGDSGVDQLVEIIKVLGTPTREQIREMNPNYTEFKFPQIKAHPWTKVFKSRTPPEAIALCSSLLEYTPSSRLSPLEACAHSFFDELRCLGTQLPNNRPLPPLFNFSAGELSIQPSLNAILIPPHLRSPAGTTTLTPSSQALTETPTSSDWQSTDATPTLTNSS
Dyrk1A ADPGlo: blocks rat Dyrk1A kinase activity; AID 504441; actives 0.43% (n = 310,000); inhibition, % at 12.5 µM; Q63470; ADP-Glo luminescence, NFATc1 peptide; in the data active means inhibition above about 50%;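 further: plate controls were vehicle with enzyme for no effect and no enzyme for full effect; many of its hits are not listed in these tables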
Numbers without * were called inactive; i = inactive; · = no result given. An excerpt. The share of hits here may be higher or lower than overall.

SMILES	GSK3B inh	RGS4 act	KCNK3 block	RGS4 inh	KCNQ1 inh	PolyA inhibitor	hERG protect	KCNK9 inh	KCNQ1 pot	GSK3 alpha inh	Dyrk1A ADPGlo
CCOC(=O)N1CCN(C(=O)c2c[nH]c3ccc(S(=O)(=O)N(C)c4ccccc4C)cc3c2=O)CC1	-1	i	i	i	i	i	-4	i	i	-5	·
CC(O)c1nc2ccccc2n1CCCc1ccccc1 (stereo not drawn)	1	i	i	i	i	·	-3	i	i	-2	-1
CCCc1nc2ccccc2n1CC(O)COc1ccc(NC(C)=O)cc1 (stereo not drawn)	1	i	i	i	i	i	-7	i	i	-1	0
CN(C(=O)CC1C(=O)NCCN1Cc1cccc(F)c1F)C1CCOCC1 (stereo not drawn)	3	i	i	i	i	i	-11	i	i	0	-3
C/C(=N\NC(=O)c1c(Br)c(C)nn1C)c1ccc(NC(=O)C(C)Oc2ccc(Cl)cc2C)cc1 (stereo not drawn)	0	i	i	i	i	i	-6	i	i	-4	1
Cc1cc(N)n(-c2nc(-c3cccnc3)nc3ccccc23)n1	-3	i	i	i	i	i	-18	i	i	5	2
O=C(COc1ncnc2cc([N+](=O)[O-])ccc12)NC(=O)NC1CCCCC1	0	i	i	i	i	i	-8	i	i	2	0
COCCCn1c(C23CC4CC(CC(C4)C2)C3)n[nH]c1=S	-1	i	i	i	i	i	0	i	i	4	·
CCCc1ncc(C(O)c2ccccc2OC)n1C (stereo not drawn)	4	i	i	i	i	i	-7	i	i	-2	3
COc1ccc(-c2cc(=O)oc3cc(OCc4nn[nH]n4)ccc23)cc1	0	i	i	i	i	i	-9	i	i	5	3
O=C(N/N=C/c1cn(-c2cccs2)nc1-c1ccccc1)c1ccc(O)cc1	3	i	i	i	i	i	-36	i	i	1	-2
CNC(=S)Nc1ccc(C(N)=O)cc1	1	i	i	i	i	i	-7	i	i	0	6
CCOC(=O)c1c(/N=C/c2cc(C)ccc2O)sc2c1CCC2	1	i	i	i	i	i	-6	i	i	2	2
Cc1cc(Nc2cccc(F)c2)n2c(n1)nc1ccccc12	3	i	i	i	i	i	-11	i	i	-3	-3
NNC(=O)c1ccc(CSc2nc3ccccc3[nH]2)cc1	2	i	i	i	i	i	-10	i	i	-1	2
COc1ccc(NC(=O)C2CCN(S(C)(=O)=O)CC2)c(OC)c1	5	i	i	i	i	i	-3	i	i	0	·
CC(C(=O)O)N1C(=O)c2ccccc2C1=O (stereo not drawn)	1	i	i	i	i	i	-6	i	i	-6	2
COc1ccc(-n2c(=O)c3c4c(sc3n3c(=S)[nH]nc23)CCCC4)cc1	-2	i	i	i	i	i	-6	i	i	12	26
CC1CCC2C(=O)N(c3ccccc3OC(=O)c3ccccc3F)C(=O)C2C1 (stereo not drawn)	0	i	i	i	i	i	-15	i	i	-4	-9
COCc1c(C(=O)Nc2nc(C)cs2)oc2ccccc12	1	i	i	i	i	i	-6	i	i	-5	1
CN(C(=O)CSc1nncc2ccccc12)C1CCCCC1	2	i	i	i	i	·	-16	i	i	-1	2
COc1ccc(N2C(=O)C3C4C=CC(C4)C3C2=O)c([N+](=O)[O-])c1 (stereo not drawn)	0	i	i	i	i	i	-5	i	i	-1	5
CCN(CC)S(=O)(=O)c1csc(C(=O)Nc2ccccn2)c1	1	i	i	i	i	i	-13	i	i	0	-8
O=C(Nc1cccc(Cl)c1Cl)c1ccccc1NC(=O)C1CC=CCC1C(=O)O (stereo not drawn)	2	i	i	i	i	·	-11	i	i	·	10
C=CCOc1ccc(/C(O)=C2\C(=O)C(=O)N(CCOC)C2c2cccnc2)cc1 (stereo not drawn)	-5	i	i	i	i	i	-6	i	i	3	2

Single entries from above:
Reading of C/C(=N\NC(=O)c1c(Br)c(C)nn1C)c1ccc(NC(=O)C(C)Oc2ccc(Cl)cc2C)cc1 (stereo not drawn) in Dyrk1A ADPGlo: 1
Reading of COCCCn1c(C23CC4CC(CC(C4)C2)C3)n[nH]c1=S in GSK3B inh: -1

Continued:
SMILES	GSK3B inh	RGS4 act	KCNK3 block	RGS4 inh	KCNQ1 inh	PolyA inhibitor	hERG protect	KCNK9 inh	KCNQ1 pot	GSK3 alpha inh	Dyrk1A ADPGlo
Cc1ccc(C(=O)NCCCNC(=O)c2ccc(Cl)cc2)cn1	-4	i	i	i	i	i	-2	i	i	0	-2
CCC1(C)Cc2ccccc2-c2nc(NCCO)n(-c3ccc(C)cc3)c(=O)c21 (stereo not drawn)	2	i	i	i	i	i	-9	i	i	0	-6
Cc1ccccc1NC(=S)NN1CCN(C)CC1	1	i	i	i	i	i	-4	i	i	-2	5
COc1ccc(CCNC(=S)N2CCN(S(=O)(=O)c3ccccc3F)CC2)cc1	1	i	i	i	i	i	-9	i	i	1	-3
CC1(C)NC(=O)N(CC(O)CNC23CC4CC(CC(C4)C2)C3)C1=O (stereo not drawn)	2	i	i	i	i	i	-10	i	i	2	6
N#C/C(=C/c1ccc(N2CCCCC2)cc1)c1cccc(F)c1	1	i	i	i	i	i	-10	i	i	1	-11
N#CC1=C(N)NC(SCc2ccccc2)=C(C#N)C12CCCC2	0	i	i	i	i	i	-16	i	i	1	0
COc1ccccc1OCCNS(=O)(=O)c1ccc2oc3ccccc3c2c1	13	i	i	i	i	i	-5	i	i	-2	-2
COc1ccc(C/C(N)=N/OC(=O)COc2ccccc2C)cc1	0	i	i	i	i	i	-6	i	i	-3	·
COc1cccc(-c2nc(CS(=O)CC(=O)NCc3ccc4c(c3)OCO4)c(C)o2)c1 (stereo not drawn)	-3	i	i	i	i	i	-6	i	i	-2	4
CCC(Oc1ccccc1)C(=O)Nc1ccc(S(=O)(=O)Nc2ncccn2)cc1 (stereo not drawn)	·	i	i	i	i	i	-9	i	i	-3	10
COc1cccc(N2CCN(C(=O)CCSCc3ccccc3F)CC2)c1	0	i	i	i	i	i	-21	i	i	-5	-6
S=c1[nH]nc(COc2ccccc2)n1/N=C/c1ccncc1	2	i	i	i	i	i	-10	i	i	4	23
C=CCN1N=C(/C=C/c2ccc(C)cc2)CCC1=O	0	i	i	i	i	i	-14	i	i	0	1
COc1ccc(CCC(=O)NNC(=O)Nc2ccccc2Cl)cc1	1	i	i	i	i	i	-7	i	i	-5	0
COc1ccc(Cn2nnnc2C(c2ccc(F)cc2)N2CCN(C3CCCC3)CC2)cc1 (stereo not drawn)	-3	i	i	i	i	i	-10	i	i	2	2
O=C(CCSc1nc(-c2ccco2)cc(C(F)(F)F)n1)NCCN1CCOCC1	3	i	i	i	i	i	-13	i	i	0	0
O=C(C1=NN[C@@H]2C(=O)N(c3cccc(F)c3)C(=O)[C@H]12)c1ccc2ccccc2n1	4	i	i	i	i	i	-4	i	i	3	-4
COc1ccc(CN2CCN(C(=O)c3cccc4ccccc34)CC2)cc1Br	2	i	i	i	i	i	-6	-6.9*	i	-2	8
CC1CCN(S(=O)(=O)c2ccc(NC(=O)c3ccccc3F)cc2)CC1	·	i	i	i	i	i	-10	i	i	-1	5
COC(=O)c1ccc(N=Nc2c(C)[nH]n(-c3ccccc3)c2=O)cc1	0	i	i	i	i	i	-2	i	i	-5	0
Cc1ccc(Sc2ccc(NC(=O)c3ccc(S(C)(=O)=O)cc3Cl)cc2)cc1	1	i	i	i	i	i	-4	i	i	-1	-6
Cc1cccnc1NC(=O)C1CCN(S(=O)(=O)c2c(C)noc2/C=C/c2ccco2)CC1	-2	i	i	i	i	i	-11	i	i	0	4
CC(=O)Oc1ccc2ccccc2c1C(NC(=O)Cc1ccccc1)c1ccc(Cl)cc1 (stereo not drawn)	0	i	i	i	i	i	-2	i	i	-3	5
COc1cccc(-n2cc3c(=O)n(C)c(=O)n(C)c3c2)c1	2	i	i	i	i	i	-11	i	i	-2	5

7 compounds out of the list above, ordered by their value in GSK3B inh, highest first:
SMILES,GSK3B inh
CCCc1ncc(C(O)c2ccccc2OC)n1C (stereo not drawn),4
NNC(=O)c1ccc(CSc2nc3ccccc3[nH]2)cc1,2
CC(C(=O)O)N1C(=O)c2ccccc2C1=O (stereo not drawn),1
COC(=O)c1ccc(N=Nc2c(C)[nH]n(-c3ccccc3)c2=O)cc1,0
Cc1cccnc1NC(=O)C1CCN(S(=O)(=O)c2c(C)noc2/C=C/c2ccco2)CC1,-2
Cc1cc(N)n(-c2nc(-c3cccnc3)nc3ccccc23)n1,-3
Cc1ccc(C(=O)NCCCNC(=O)c2ccc(Cl)cc2)cn1,-4

The listing picks up, starting two compounds before the break.
SMILES	GSK3B inh	RGS4 act	KCNK3 block	RGS4 inh	KCNQ1 inh	PolyA inhibitor	hERG protect	KCNK9 inh	KCNQ1 pot	GSK3 alpha inh	Dyrk1A ADPGlo
CC(=O)Oc1ccc2ccccc2c1C(NC(=O)Cc1ccccc1)c1ccc(Cl)cc1 (stereo not drawn)	0	i	i	i	i	i	-2	i	i	-3	5
COc1cccc(-n2cc3c(=O)n(C)c(=O)n(C)c3c2)c1	2	i	i	i	i	i	-11	i	i	-2	5
COc1ccc(NC(=O)CCC(=O)Nc2cc(OC)c(NC(=O)c3ccco3)cc2OC)c(OC)c1	0	i	i	i	i	i	-3	i	i	-1	1
CC1C(=O)CCN(C(C)C)C1C (stereo not drawn)	-1	i	i	i	i	i	-2	i	i	-4	6
CN1C2C=C(N(CCc3ccccc3)C(=O)c3ccc(Cl)cc3)CC1CC2 (stereo not drawn)	3	i	i	i	i	i	-10	i	i	-2	-4
Cc1cccc(CNC(=O)C(C)n2nc(C)c3c(C)n(-c4ccccc4)nc3c2=O)c1 (stereo not drawn)	-1	i	i	i	i	i	-6	i	i	-3	0
Cc1ccc(S(=O)(=O)N(C)c2ccc(C(=O)O)cc2)cc1	3	i	i	i	i	i	1	i	i	1	3
CCc1cc(C(=O)NNC(=S)Nc2cccc(C)c2)cs1	2	i	i	i	i	i	-13	i	i	2	-2
COc1ccc(CNc2ccccc2)cc1Br	-2	i	i	i	i	i	2	i	i	0	-5
COC(=O)c1ccc(C2C(Oc3ccc(OC)cc3)C(=O)N2CCc2ccc(F)cc2)cc1 (stereo not drawn)	-1	i	i	i	i	i	-5	i	i	·	1

Screens from PubChem.
